# Assay outcomes as filed in PubChem BioAssay.
# Platelet DG rel = platelet dense granule release activity; 0.22% of 300,000 active; human platelet-rich plasma, SFLLRN dense granule ATP release, luminescence; AID 1663; inhibition, %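 (compounds screened at 7.5 µM in platelet-rich plasma)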;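 active means mean replicate score, as percent of positive control, at or above 50; inconclusive means mean below 50 but at least one replicate at or above 50; inactive means mean and every replicate below 50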
# HSP90 refold inh = inhibitors of HSP90 luciferase refolding in rabbit reticulocyte lysate | inhibition, % at 5.6 µM | 0.91% of 290,000 active | AID 1789 | luciferase refolding luminescence, 3 h;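 active means inhibition above the screen-wide mean plus 3 SD, computed separately per campaign, cut at about 16% in these data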;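 further: 0% = DMSO wells and 100% = 60 µM geldanamycin wells; inhibitors lower the luminescence because luciferase stays unfolded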
# AI-2 QS mod = Vibrio harveyi AI-2 quorum sensing modulation. Vibrio harveyi JMH597 AI-2 luminescence/OD600 ratio, 9 h; active compounds read low; strain lacks LuxN and CqsS sensors; 0 = neutral-control median. activity change, % at 7.5 µM. 0.4% of 300,000 active. AID 2094; in the data active means activity change below about -75%, passing the limit was not always enough; inconclusive means no clear call, values can overlap the other calls;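 further: luminescence divided by OD600 gain over 9 h not by final OD600 alone; inactives centre near 13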
# aSyn 5UTR inh = MLPCN primary screen, SNCA 5' untranslated region. alpha-synuclein 5'UTR reporter, inhibitor activity. inhibition, % (tested at 7.5 µM). 0.82% of 300,000 active. AID 1813; in the data active means inhibition above about 60%; inconclusive means no clear call, values can overlap the other calls;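 further: H4 neuroglioblastoma cells stably carrying SNCA 5'UTR luciferase fusion; 0% = DMSO wells and 100% = positive control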
# HSF1 inhib = HSF1 inhibition; NIH3T3-HGL HSE-luciferase, MG132-induced, luminescence 8 h; active compounds read low; activity change, negative = inhibition, % at 7.5 µM (by protocol); 0.77% of 300,000 active;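 active means more than half of replicate wells show activity change below -50%, luminescence cut by over half; inconclusive means some wells, but at most half, below -50%; inactive means no replicate well below -50%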;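 further: luciferase reports HSF-1 transcriptional activity via heat shock element; 0% = median of DMSO wells and -100% = zero luminescence signal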
# HSF-1 act = increases HSF-1 driven luciferase reporter signal; activation, % at 9 µM; AID 504408; 1.7% of 300,000 active; NIH3T3-HGL HSF-1 luciferase reporter, MG132, 8 h; 100% = twice DMSO control signal;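 active means mean replicate activation of at least 50% with a set share of replicates each reaching 50%; inconclusive means only one of those two conditions met; inactive means mean below 50% and too few replicates reaching it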;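 further: 0% = median of the neutral control wells and 100% = twice that signal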
# IEC-6 cytotox = kills IEC-6 intestinal cells in KLF5 counter-screen; 0.78% of 290,000 active; IEC-6 cytotoxicity, luminescence viability; inhibition, % at 5 µM; in the data active means inhibition above about 22%;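 further: 0% = plate median of test compound wells and 100% = cytotoxic reference compound wells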
# KLF5 inh = suppresses KLF5 promoter-driven expression; inhibition, % at 5 µM; DLD-1 KLF5 promoter-luciferase reporter, luminescence; 0.23% of 290,000 active;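 active means inhibition above a per-plate limit of that plate's mean compound inhibition plus 3 SD, cut at about 60% in these data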;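 further: 0% = DMSO wells and 100% = LY294002 at 200 µM; higher means less KLF5 promoter-driven luciferase light; inactives centre near -14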
# SKKanGAS inh = blocks kanamycin growth of S. pyogenes SKKanGAS strain. inhibition, % at 7.5 µM. BacTiter-Glo, 6 h. 1.3% of 300,000 active;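 active means mean replicate score, as percent of positive control median, at least 50; inconclusive means mean below 50 but one replicate at or above 50; inactive means mean and every replicate below 50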;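 further: strain carries kanamycin resistance gene driven by streptokinase promoter and grows in 40 µg/ml kanamycin; loss of luminescence reflects streptokinase promoter inhibition or plain growth inhibition; 0% = median of DMSO wells and 100% = positive control at its reference dose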
# HIF activator = HIF pathway transcriptional activation; U2OS HRE-luciferase reporter, luminescence; normalized: DMSO 0%, desferrioxamine 100%; activation, % at 7.5 µM (by protocol); 0.32% of 300,000 active; AID 1910;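 active means mean activation of at least 10% of the iron chelator positive control signal, with at least half of replicates also reaching 10%; inconclusive means mean and replicate majority disagree about reaching 10%; inactive means mean and most replicates under 10%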
# * marks the source's active call; other numbers are inactive results; u = inconclusive; x = not tested or not shown.
# The first 5 compounds, to show the layout:
SMILES,Platelet DG rel,HSP90 refold inh,AI-2 QS mod,aSyn 5UTR inh,HSF1 inhib,HSF-1 act,IEC-6 cytotox,KLF5 inh,SKKanGAS inh,HIF activator
CCN(CC)S(=O)(=O)c1ccc2c(c1)N(CC(=O)Nc1cccnc1Cl)C(=O)CO2,4,3,3,3,-5,-1,7,2,2,0.3
O=C(O)C1CCCCC1C(=O)NCCc1cccc(Cl)c1 (centres undefined),-8,0,18,-7,x,x,3,-14,x,-0.4
Cc1ccccc1Nc1nc(N)nc(COC(=O)c2cccc(S(=O)(=O)N(C)C)c2)n1,-3,1,31,24,-1,-9,-7,-19,0,-0.3
CCCCn1c(N)c(N(CCOC)C(=O)CSc2ccccc2C)c(=O)[nH]c1=O,7,x,18,-10,-1,-23,x,x,-8,0.0
CCn1c(=O)c2sccc2n(CC(=O)NC2CCCC2)c1=O,-11,-2,11,-2,-2,-3,1,-7,2,0.4

# All compounds of this part (from the top)
SMILES,Platelet DG rel,HSP90 refold inh,AI-2 QS mod,aSyn 5UTR inh,HSF1 inhib,HSF-1 act,IEC-6 cytotox,KLF5 inh,SKKanGAS inh,HIF activator
CCN(CC)S(=O)(=O)c1ccc2c(c1)N(CC(=O)Nc1cccnc1Cl)C(=O)CO2,4,3,3,3,-5,-1,7,2,2,0.3
O=C(O)C1CCCCC1C(=O)NCCc1cccc(Cl)c1 (centres undefined),-8,0,18,-7,x,x,3,-14,x,-0.4
Cc1ccccc1Nc1nc(N)nc(COC(=O)c2cccc(S(=O)(=O)N(C)C)c2)n1,-3,1,31,24,-1,-9,-7,-19,0,-0.3
CCCCn1c(N)c(N(CCOC)C(=O)CSc2ccccc2C)c(=O)[nH]c1=O,7,x,18,-10,-1,-23,x,x,-8,0.0
CCn1c(=O)c2sccc2n(CC(=O)NC2CCCC2)c1=O,-11,-2,11,-2,-2,-3,1,-7,2,0.4
COc1cccc(NS(=O)(=O)c2ccc3c(c2)CCCN3C(C)=O)c1,-1,8,41,-1,1,3,0,-20,6,0.0
Cc1nn(-c2ccc([N+](=O)[O-])cc2)c2c1C(c1cccc(Br)c1)N1C(=N2)C(=O)Nc2ccccc21 (centres undefined),-14,-2,10,29,-3,-10,4,-16,7,-1.8
COc1ccc(/C=C2/SC(=S)N(CCCC(=O)Nc3cccc(O)c3)C2=O)cc1,2,2,11,36,-16,-26,-5,8,41,-0.7
O=C(NCCc1nc2ccccc2[nH]1)/C(=C/c1ccco1)NC(=O)c1ccc(Br)o1,9,1,6,-30,-9,-17,-2,-9,5,-0.1
CCOc1cc(N2CCOCC2)c(OCC)cc1NC(=O)Cc1ccc(OC)c(OC)c1,9,3,15,5,-10,8,-13,-35,x,0.3
CC(C)(C)Cc1nnc(NC(=O)CSc2ccccc2)s1,-9,2,13,-137,23,26,1,-67,-2,4.0
CCOC(=O)CCN(Cc1sccc1C)S(=O)(=O)c1ccc(F)cc1,3,6,5,2,x,x,8,-13,10,0.0
CCCC(=O)Nc1ccc2c(c1)nc1n2CCOC1,-7,3,5,14,0,4,0,-28,-15,0.1
COc1cccc(CNC(=O)c2ccc(CS(=O)Cc3ccc(C)cc3)o2)c1 (centres undefined),-11,-1,24,25,-2,10,-5,-11,12,0.2
Cc1[nH]c(C)c(S(=O)(=O)NCCc2ccc(S(N)(=O)=O)cc2)c1C(=O)N1CCCC1,3,0,12,-44,-3,-3,-4,-1,-12,0.0
O=C(c1ccco1)N1CCC(c2nc(-c3ccc(F)cc3)no2)CC1,4,2,1,-1,5,-5,-6,-2,1,0.0
O=C(c1ccc(OC2CCN(C/C=C/c3ccccc3)CC2)cc1)N1CCCC1,-4,3,33,4,2,6,-7,-21,-14,-5.1
C/C(=N\NS(=O)(=O)c1ccc(Br)cc1)c1ccncc1,-1,5,22,-22,-3,0,-5,-11,-7,-0.6
COc1cc(N)c(C(=O)c2nccc3cc(OC)c(OC)cc23)cc1OC,8,-4,12,9,8,21,-4,-11,-4,-1.6
O=C(NCc1ccccc1)N1CCOCC1,-2,1,18,-7,0,-9,-2,3,-5,0.3
Cc1[nH]n(-c2ccccc2)c(=O)c1C(c1ccc(O)c([N+](=O)[O-])c1)c1c(C)[nH]n(-c2ccccc2)c1=O,-1,26*,55,13,14,-6,2,-21,4,0.2
OC(CN1CCN(C(c2ccccc2)c2ccccc2)CC1)c1ccccc1 (centres undefined),-8,2,23,-10,-9,12,-8,-13,-3,-61
Nc1nonc1-c1noc(CCCOc2ccc(Cl)cc2Cl)n1,-14,0,30,1,1,7,-2,-14,7,0.6
CC(=O)OC(C(=O)NC1CCCCC1)c1cccc(C)c1 (centres undefined),2,-2,30,-3,0,-13,0,-26,4,1.0
COc1ccc(CCNC(=O)CSCc2ccc(C)cc2)cc1OC,4,-5,9,14,-1,-5,-6,-9,-2,0.2
O=C(N/N=C1\CCS(=O)(=O)c2ccc(F)cc21)c1ccc(O)cc1,-8,-2,36,0,2,27,3,-25,-12,-0.5
Cc1cc(SCC(=O)N2CCC(c3noc4ccc(F)cc34)CC2)nc2ccccc12,11,-4,17,3,13,10,-1,7,15,-0.4
C/C(=N/OCO/N=C(\C)c1ccccc1F)c1ccccc1F,5,-6,32,-6,-3,4,-2,-19,-17,-0.3
Cc1cccn2c(=O)c3cc(C(=O)NCC4CCCO4)c(=N)n(CCN4CCOCC4)c3nc12 (centres undefined),0,-4,20,4,6,7,2,-47,5,-15
O=C(COc1ccc(F)cc1Cl)Nc1ccccc1C(=O)N1CCCCC1,-11,x,-8,-21,12,21,x,x,16,-53
Cc1cc(C)n2ncc(C(=O)NCc3ccc(Cl)cc3)c2n1,8,3,15,20,5,5,-3,-26,5,-0.1
C[C@@H](C(=O)Nc1cccnc1)n1c(=O)[nH]c2ccccc2c1=O,0,-4,9,3,-3,-14,3,-3,-4,-0.1
COC(=O)c1cc2c(ccn2-c2ccc(F)cc2)n1Cc1ccc(C#N)cc1,1,-3,19,-5,28,u,-5,-7,-3,-0.2
Cc1nc(-c2ccc(NC(=O)c3ccccc3Br)cc2)cs1,-11,2,17,-161,6,33,-2,-147,-3,3.4
Cc1cccc(CN2CCN(c3ncccn3)CC2)c1,-3,0,10,3,-3,6,6,6,6,-0.1
Cc1ccc(C(=O)N/N=C\c2c(C)nn(-c3ccccc3)c2Cl)cn1,30,7,31,-14,-4,11,1,1,-2,-0.2
Cc1cc(C)n(-c2ccc(C(=O)Nc3cccc(S(=O)(=O)N4CCCC4)c3)cc2)n1,12,0,15,4,-1,-5,11,-11,-1,-0.4
COCCNC(=O)C1Cc2cc(S(=O)(=O)N3CCCC3)ccc2N1C(C)=O (centres undefined),16,-3,48,-6,-3,8,-2,-37,0,-0.3
Cc1ccc(SCC(=O)Nc2cc([N+](=O)[O-])ccc2O)cc1,1,-10,14,-52,33,15,-4,-41,18,-0.1
COc1cccc(-n2cc(C(=O)NC(C)C)c3ccccc3c2=O)c1,-1,2,35,-10,-3,-2,3,-21,0,-18
COc1ccccc1OCC(=O)N/N=C1/C=C(C)CC1,-4,-2,19,3,0,-17,-7,-4,2,-0.5
Cc1ccccc1-c1nnc(-c2cccs2)o1,11,-3,30,-116,19,21,-8,-3,5,2.9
CN(C)S(=O)(=O)c1ccc(N2CCCC2)c(C(=O)Nc2nc(-c3cc(F)ccc3F)cs2)c1,5,1,32,25,-16,-18,5,-2,-8,-0.1
CC(C)CN1CCC(=O)N(CCOc2ccccc2)CC1,-2,-9,22,-46,5,8,-6,-52,8,-0.1
CC(=O)Nc1cccc(C(=O)OCC(=O)N2CCC(c3ccccc3)=N2)c1,-5,x,25,-89,9,25,x,x,-8,1.9

# By substructure, the compounds so far containing a nitro group on carbon (3)
SMILES,Platelet DG rel,HSP90 refold inh,AI-2 QS mod,aSyn 5UTR inh,HSF1 inhib,HSF-1 act,IEC-6 cytotox,KLF5 inh,SKKanGAS inh,HIF activator
Cc1nn(-c2ccc([N+](=O)[O-])cc2)c2c1C(c1cccc(Br)c1)N1C(=N2)C(=O)Nc2ccccc21 (centres undefined),-14,-2,10,29,-3,-10,4,-16,7,-1.8
Cc1[nH]n(-c2ccccc2)c(=O)c1C(c1ccc(O)c([N+](=O)[O-])c1)c1c(C)[nH]n(-c2ccccc2)c1=O,-1,26*,55,13,14,-6,2,-21,4,0.2
Cc1ccc(SCC(=O)Nc2cc([N+](=O)[O-])ccc2O)cc1,1,-10,14,-52,33,15,-4,-41,18,-0.1

# Next compounds
SMILES,Platelet DG rel,HSP90 refold inh,AI-2 QS mod,aSyn 5UTR inh,HSF1 inhib,HSF-1 act,IEC-6 cytotox,KLF5 inh,SKKanGAS inh,HIF activator
CC(=O)Nc1cc2c3c(c1)CCN3C(=O)CC2,-5,-2,20,-12,1,3,-5,-34,0,0.0
COCCN1Cc2cccc(C(=O)NCC3CCN(CC(C)C)C3)c2C1=O (centres undefined),-5,-1,-3,-3,-8,3,1,-4,-8,-0.7
COc1ccccc1NC(=O)c1csc2c1CCCC2,-11,0,37,-25,9,-1,-3,-28,-1,0.0
COCCCn1c(SCc2nnc(-c3ccc(OC)c(OC)c3)o2)nnc1-c1ccncc1,15,2,9,10,-2,0,3,-6,0,-0.2
Nc1ccc(Sc2cc(Cl)nc(N)n2)cc1,-10,3,25,47,0,-4,-3,8,12,0.0
Cc1ccc(NC(=O)CN(C)C(=O)C(C)OC(=O)c2ccccc2NCCO)cc1 (centres undefined),-19,x,6,9,-2,-4,x,x,-7,-0.1
O=C(NC1CCN(C(=S)Nc2ccc(F)cc2)CC1)C1CCCCC1,13,-2,-6,5,-6,21,4,-5,2,0.7
OCC1(Cc2ccc(Cl)cc2)CCN(CC2CC=CCC2)CC1 (centres undefined),6,7,22,-14,9,1,10,-20,-2,-0.5
COc1cc2c(cc1OC)C(c1cccc([N+](=O)[O-])c1)N(C(=O)CCC(=O)O)CC2 (centres undefined),x,0,18,-2,6,-2,-1,-12,3,-0.2
CCOc1ccc(OCCC(=O)OCC(=O)NC(C)c2ccccc2)cc1 (centres undefined),-1,x,12,11,6,-6,x,x,-6,-0.3
O=[N+]([O-])c1cc(S(=O)(=O)N2CCCCC2)ccc1NCc1cccc(Cl)c1,-45,3,8,7,0,22,-4,-1,-11,-52
CN1C(=O)CC(N2CCN(c3ccc(Cl)cc3)CC2)C1=O (centres undefined),-14,0,38,-19,-4,8,10,-10,3,0.8
O=C(COC(=O)/C=C/c1ccco1)NCCc1ccccc1,2,-5,-5,1,-3,2,-4,-14,-4,-0.1
CCCOc1ccc(C(=O)NCC(c2cccs2)N(C)C)cc1OC (centres undefined),10,-4,3,14,-10,-6,-5,-4,1,0.2
CC(C)(C)SCCNC(=O)COc1ccc(Cl)cc1,-12,1,20,-27,-1,22,5,-7,-9,0.2
